MOR-DOR ag: agonists of OPRM1-OPRD1 heterodimerization, primary screen, cell-based, luminescence. activation, % at 9.3 µM. cells. AID 504326, 2011. 340,000 tested, 0.3% active. Mu-type opioid receptor (Homo sapiens) + Delta-type opioid receptor (Homo sapiens), …; in the data active means activation above about 18%;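 further: 0% = vehicle-treated cells and 100% = reference agonist; values of inactives mirror those of a sister screen read the other way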
MOR-DOR inv ag: inverse agonists of MOR-DOR heterodimerization, primary screen, cell-based, luminescence; Mu-type opioid receptor (Homo sapiens) + Delta-type opioid receptor (Homo sapiens), …; cell-based MOR-DOR heterodimer luminescence, inverse agonism; inhibition, % at 9.3 µM; 340,000 tested, 0.21% active; in the data active means inhibition above about 22%, passing the limit was not always enough;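 further: 0% = cells with DMSO and 100% = wells without cells with DMSO; values of inactives mirror those of a sister screen read the other way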
SUMO Mot1 rescue: yeast Mot1-301 growth rescue at high temperature, primary screen, SUMOylation pathway inhibitor project, S. cerevisiae, ATP luminescence, 38.5C | AID 2716, 2010 | growth rescue, % at 18.8 µM | S. cerevisiae Mot1-301 growth rescue; percent above DMSO median, 100 means doubled | 320,000 tested, 1% active;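 active means every valid replicate shows activation above 250% relative to neutral control wells; inactive means the rest, any valid replicate at or below 250%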;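 further: OY570 slx delta 5 strain wells were the positive control but not used for scaling; some compounds called inactive have numbers as strong as hits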
Arrestin-AP2 inh: inhibitors of beta-arrestin/AP2 binding, primary screen, biochemical, GPCR trafficking, flow cytometry; 340,000 tested, 0.31% active; FITC-arrestin peptide / GST-AP2 beads; AP2 beta2 appendage carries R879A mutation; AID 504490, 2011; inhibition, % at 10 µM;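 active means inhibition above a set limit, near 3 SD of compounds lacking own fluorescence, cut at about 54% in these data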;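 further: plate controls were DMSO wells for no effect and 5 µM unlabelled arrestin peptide for full effect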
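Measured by: flow cytometry, FL1 (488/535 nm); Material: AP2 appendage R879A on GSH beads; Evaluation: percent response; Timing: pre-incubation 12 min, peptide binding 1 h, room temperature; Also added: 50 nM FITC-arrestin peptide; Medium: PBS with 0.05% Tween 20 and 0.1% BSA.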
Tat transport: E. coli Tat export inhibitors, primary screen, MC4100, TorA-mCherry reporter, fluorescence, single point; inhibition, % at 10 µM; 340,000 tested, 0.036% active;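 active means mean replicate inhibition at least 50% and at least half of replicates individually reaching 50%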;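 further: exported cargo escapes ClpAP degradation while cytoplasmic cargo is degraded and loses fluorescence; 0% = median of neutral control wells and 100% = median of NaSCN control wells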
phage Ecoli inh: growth loss of phage-infected E. coli, primary screen, RecBCD inhibitor project, absorbance, with phage, HTS | inhibition, % at 11.9 µM | 360,000 tested, 0.26% active | AID 651602, 2012; in the data active means inhibition above about 11%
PKA-R1A act: activators of PKA-R1A holoenzyme, primary screen, biochemical, fluorescence polarization, Cy5-IP20, bovine R1A, mouse PKAc. AID 504707, 2011. PKA-R1A dissociation; scaled: DMSO 0%, 113 µM cGMP 100%. 340,000 tested, 0.083% active. activation, % at 11.4 µM;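 active means percent activation above the mean of all tested compounds plus 3 SD, cut at about 19% in these data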;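 further: higher means more PKAc released from R1A so a rise in polarization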
PfHsp90 set2: growth inhibition of PfHsp90-expressing yeast, primary screen, antimalarial PfHsp90 inhibitor project, S. cerevisiae, BacTiter-Glo luminescence, single point, set 2; BacTiter-Glo ATP, 48 h; yeast lacking PDR1 and PDR3 efflux regulators; inhibition, % at 9.4 µM; 310,000 tested, 0.32% active;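 active means every replicate shows inhibition above about 80%, whatever the replicate mean, limit read from the data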;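 further: 0% = DMSO neutral controls and 100% = 20 µM radicicol positive controls; yeast relying on Plasmodium falciparum Hsp90 in place of its own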
DSG3 Ab inh: inhibitors of pemphigus antibody binding to DSG3, primary screen, biochemical, bead-based, flow cytometry, scFv-GFP. Desmoglein-3 (Homo sapiens), P32926. DSG3-coupled beads, scFv-anti-DSG3-GFP binding; active compounds read low. 310,000 tested, 0.48% active. binding (percent of control), % at 10 µM. AID 588358, 2011;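 active means binding more than 3 SD below its plate's average and above zero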;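 further: hits lower antibody fragment binding to DSG3; some compounds called inactive have numbers as strong as hits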
Target sequence (P32926 whole entry, looked up, the tested form may be a part): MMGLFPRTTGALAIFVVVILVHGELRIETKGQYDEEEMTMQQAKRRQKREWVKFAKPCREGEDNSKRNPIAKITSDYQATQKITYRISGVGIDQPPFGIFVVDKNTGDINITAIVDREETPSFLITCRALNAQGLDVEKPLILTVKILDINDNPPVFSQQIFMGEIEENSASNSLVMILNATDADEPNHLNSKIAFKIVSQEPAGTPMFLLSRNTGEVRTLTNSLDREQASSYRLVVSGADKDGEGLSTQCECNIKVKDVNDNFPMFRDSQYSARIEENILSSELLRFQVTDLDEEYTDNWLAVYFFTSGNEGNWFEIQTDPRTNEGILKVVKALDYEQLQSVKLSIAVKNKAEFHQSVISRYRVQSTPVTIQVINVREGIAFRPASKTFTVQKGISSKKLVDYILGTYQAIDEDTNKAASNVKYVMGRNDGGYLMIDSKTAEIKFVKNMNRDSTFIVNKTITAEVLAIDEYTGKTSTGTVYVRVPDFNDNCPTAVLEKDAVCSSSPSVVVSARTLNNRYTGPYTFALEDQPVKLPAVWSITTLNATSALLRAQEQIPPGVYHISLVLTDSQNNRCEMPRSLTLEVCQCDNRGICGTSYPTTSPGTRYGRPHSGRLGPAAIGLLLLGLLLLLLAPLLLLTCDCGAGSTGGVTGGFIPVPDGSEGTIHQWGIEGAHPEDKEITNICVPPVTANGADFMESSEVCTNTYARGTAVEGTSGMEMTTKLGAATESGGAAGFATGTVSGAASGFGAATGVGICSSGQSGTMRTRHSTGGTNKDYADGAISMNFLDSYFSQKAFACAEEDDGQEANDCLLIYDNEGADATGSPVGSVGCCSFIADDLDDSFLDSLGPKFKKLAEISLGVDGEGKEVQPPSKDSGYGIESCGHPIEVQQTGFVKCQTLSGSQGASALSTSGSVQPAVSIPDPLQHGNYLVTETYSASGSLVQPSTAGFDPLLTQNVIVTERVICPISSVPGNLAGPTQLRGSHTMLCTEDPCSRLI
AddAB inh: growth inhibition of E. coli expressing H. pylori AddAB, primary screen, AddAB inhibitor project, absorbance | inhibition, % at 11.9 µM | 330,000 tested, 0.29% active; in the data active means inhibition above about 12%;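 further: 0% = vehicle wells of infected cells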
E coli growth: E. coli V3065 growth inhibition, primary screen, counter-screen for AddAB inhibitor project, absorbance, OD600; 330,000 tested, 0.27% active; 18 h; inhibition, % at 11.9 µM; AID 449728, 2010;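 active means inhibition above the campaign's mean inhibition across all tested compounds plus 3 SD, cut at about 9.9% in these data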;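 further: uninfected addAB+ strain grown without phage in ampicillin broth; 0% = DMSO wells and 100% = ciprofloxacin 0.95 µg/ml wells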
* hit, by the source's call; · = not tested or not shown. This is a random part of the collection; 2.8% or so of the library scored in one or more.

SMILES	MOR-DOR ag	MOR-DOR inv ag	SUMO Mot1 rescue	Arrestin-AP2 inh	Tat transport	phage Ecoli inh	PKA-R1A act	PfHsp90 set2	DSG3 Ab inh	AddAB inh	E coli growth
Cc1nn(Cc2ccccc2Cl)c(Cl)c1/C=C/C(=O)OCC(=O)NC1CCS(=O)(=O)C1 (stereo unspecified)	1.6	-7.8	26.6	2.3	-5.4	1.4	-0.1	-19.6	104.1	-1.0	-2.2
Cc1ccc(S(=O)(=O)Nc2c(C)nn(C)c2C)cc1C	0.0	-0.3	-21.5	-7.6	10.7	0.7	2.5	-3.6	99.3	0.5	-0.1
COc1cccc(OC)c1OCCCCc1c(C)n[nH]c1C	-2.3	11.7	0.1	39.8	2.0	2.3	-3.2	-20.5	94.4	1.6	-0.8
O=C1N/C(=N\S(=O)(=O)Cc2ccccc2)S/C1=C/c1cccc([N+](=O)[O-])c1	-0.8	4.3	22.3	27.4	5.1	2.3	-5.3	13.9	93.5	2.5	-0.3
COC(=O)C1=C(C)OC(N)=C(C#N)C1c1ccccc1F (stereo unspecified)	-1.6	8.1	-16.5	0.2	-8.3	1.0	3.7	·	94.0	-0.3	-2.7
COc1cc(CCC(=O)OCC(=O)Nc2cccc(S(N)(=O)=O)c2)cc(OC)c1OC	-2.5	12.2	-3.6	9.2	2.0	3.0	-3.3	-14.0	104.8	0.5	-0.8
Fc1ccc(-n2nnc(-c3ccccc3Br)n2)cc1	-1.8	9.3	-0.2	-3.0	5.9	-1.3	-1.8	-10.8	110.3	1.0	-2.4
Cc1ccc2nc(-c3sc4nc(C)ccc4c3N)[nH]c2c1	-1.3	6.7	-17.9	-5.1	-5.9	1.5	-2.1	-9.6	·	-0.2	0.5
COc1ccc(N2C(=O)CCC(C(=O)NCCCN3CCC(C)CC3)C2c2ccc(OC)c(OC)c2)cc1 (stereo unspecified)	-0.8	4.2	-4.2	6.7	-0.9	-1.5	-11.2	·	106.2	-0.5	1.3
CC(=O)c1sc(N/N=C\c2ccc(N(C)C)cc2)nc1C	8.1	-40.5	-2.1	27.7	-3.7	1.1	-4.0	-2.3	120.3	-0.2	-0.1
O=C(CN1CCC(n2nnc3cc(F)ccc32)CC1)NNC(=O)c1ccccc1	-1.6	9.3	2.2	3.0	2.7	4.5	1.0	-1.7	98.2	2.3	-1.2
CCOC(=O)C1C(c2ccccc2O)NC(=O)NC1(O)C(F)(F)F (stereo unspecified)	-1.7	8.9	7.0	-1.9	5.6	0.1	-8.7	-4.9	108.1	0.5	0.4
CSc1nnc(NC(=O)c2nc(S(=O)(=O)Cc3ccccc3)ncc2Cl)s1	3.9	-20.5	·	1.0	-2.4	-1.3	-9.3	13.6	103.7	3.9	-4.6
COc1ccc(CCN=C(NS(=O)(=O)c2ccccc2)c2ccccc2)cc1OC	-1.5	6.9	9.8	1.6	5.9	-4.0	-5.3	-0.1	90.3	2.4	1.1
CSc1ccc(/C=C2\NC(=O)NC2=O)cc1	·	·	0.4	12.5	·	1.9	·	·	112.9	0.9	-0.7
NC(=S)N=Nc1c(O)n(Cc2ccc(Br)cc2)c2ccccc12	1.4	-7.3	-2.1	6.9	-7.2	-4.0	-2.3	19.8	·	1.5	-4.9
CC(C#Cc1c([C@@H](C)Oc2ccccc2)nnn1Cc1ccccc1)Oc1ccccc1 (stereo partly specified)	3.1	-17.0	-4.7	0.0	-16.0	2.2	-3.5	6.0	104.4	-1.9	-2.6
CSC1=NCCN1C(=O)c1cccc(Br)c1	-2.1	12.5	-8.5	-5.5	3.0	2.2	-5.7	5.9	88.1	-0.8	0.1
CCc1nc2nc(C)c(NS(=O)(=O)c3ccc(Br)s3)c(=O)n2[nH]1	2.2	-11.8	-16.2	12.2	-1.2	1.5	1.3	14.3	102.2	3.7	2.5
COc1ccc(-c2[nH]ncc2CN2CCSCC2)c(OC)c1	0.3	-1.8	-11.5	-35.0	-5.4	-0.7	-20.7	-2.9	101.3	-1.4	-1.4
Cc1ccc(C(=O)CS(C)(=O)=O)cc1	-0.5	2.7	10.3	-1.7	-0.9	0.1	-2.2	21.4	106.5	-1.3	-2.2
Cc1csc(NC(=O)C(C)N2C(=O)c3ccccc3S2(=O)=O)n1 (stereo unspecified)	0.4	-2.0	-14.3	11.3	2.7	-13.7	5.7	33.4	·	4.9	-3.2
Cn1ncc([N+](=O)[O-])c1C(=O)Nc1nccs1	-0.8	4.9	7.6	12.0	-0.5	3.2	-7.5	-10.0	98.0	0.2	2.8
COc1ccc([C@@H]2[C@@H]3C(=O)N(C(C)(C)C)C(=O)[C@@H]3[C@]3(Cc4ccccc4)C(=O)N(c4cccc(Cl)c4)C(=O)N23)cc1	0.5	-2.8	-6.6	·	1.5	-2.5	-11.9	-25.1	94.8	6.0	1.8
COc1ccc(-c2nc(SC)n(C)c(=O)c2C#N)cc1OC	-2.8	11.8	4.0	-6.8	-0.4	2.9	-6.7	10.0	·	0.4	-2.9

Part of the list above in order of number of heavy atoms, high to low:
SMILES	MOR-DOR ag	MOR-DOR inv ag	SUMO Mot1 rescue	Arrestin-AP2 inh	Tat transport	phage Ecoli inh	PKA-R1A act	PfHsp90 set2	DSG3 Ab inh	AddAB inh	E coli growth
COc1ccc(-c2nc(SC)n(C)c(=O)c2C#N)cc1OC	-2.8	11.8	4.0	-6.8	-0.4	2.9	-6.7	10.0	·	0.4	-2.9
Cc1ccc(S(=O)(=O)Nc2c(C)nn(C)c2C)cc1C	0.0	-0.3	-21.5	-7.6	10.7	0.7	2.5	-3.6	99.3	0.5	-0.1
Fc1ccc(-n2nnc(-c3ccccc3Br)n2)cc1	-1.8	9.3	-0.2	-3.0	5.9	-1.3	-1.8	-10.8	110.3	1.0	-2.4
CSc1ccc(/C=C2\NC(=O)NC2=O)cc1	·	·	0.4	12.5	·	1.9	·	·	112.9	0.9	-0.7

Continued:
SMILES	MOR-DOR ag	MOR-DOR inv ag	SUMO Mot1 rescue	Arrestin-AP2 inh	Tat transport	phage Ecoli inh	PKA-R1A act	PfHsp90 set2	DSG3 Ab inh	AddAB inh	E coli growth
CC(C)NC(=O)CN(Cc1ccc(F)cc1)C(=O)CCC(=O)Nc1nccs1	-2.3	12.0	8.6	-9.3	7.3	3.2	0.2	-57.8	117.4	0.0	-0.6
O=C1Cn2c(nc3ccccc32)N1c1ccccc1F	·	·	3.4	1.9	-1.6	0.8	5.4	11.5	125.5	1.8	0.6
c1cc2ccc3ccc(-n4cnnn4)c4ccc(c1)c2c34	2.7	-15.8	33.3	-5.6	9.4	-1.2	3.2	-9.4	91.5	-0.2	-1.9
Cn1c(=O)c2c(-c3ccccc3)n(CCCN3CCOCC3)cc2n(C)c1=O	-2.1	11.1	·	-4.4	-5.1	1.2	-7.0	-3.9	105.8	0.7	-0.5
CCOC(=O)c1cccc(Nc2ncnc3ccc(C)cc23)c1	-1.1	5.1	1.0	5.1	-1.1	-0.2	-9.7	-1.5	100.6	3.5	-1.6
N/C(=N\OC(=O)CCCOc1ccc(Cl)cc1Cl)c1ccncc1	2.3	-12.0	9.7	-9.8	-1.4	2.7	0.3	15.4	101.6	0.5	-0.2
Cc1ccc(Nc2c(-c3ccc(N(C)C)cc3)nc3ncccn23)cc1	-1.8	9.2	328.5*	0.8	-2.1	4.9	2.7	25.1	92.5	3.5	2.0
CCN(CC)S(=O)(=O)c1ccc(N2CCOCC2)c(NC(=O)c2cc(-c3ccccn3)nc3ccccc23)c1	1.8	-9.5	·	14.9	-4.1	0.9	-3.4	·	120.1	·	·
COc1ccccc1OCCn1cc(C(=O)c2ccco2)c2ccccc21	-0.4	2.3	·	16.8	10.7	4.6	7.9	8.1	102.7	3.3	0.8
CN(CCOc1cccc(C(F)(F)F)c1)Cc1ccccc1	11.8	-61.7	3.6	18.1	-4.4	0.8	-3.9	-4.9	97.6	-2.2	0.6
Cc1ccc(SCCNC(=O)c2ccccc2F)cc1	-1.8	8.1	0.3	16.6	3.5	0.2	6.5	5.9	99.1	-2.6	-1.1
COC(=O)c1cc(S(=O)(=O)N2CCN(c3cc(C)ccc3C)CC2)c[nH]1	5.9	-32.4	-21.2	-4.7	19.2	1.2	2.2	-1.0	110.3	0.5	2.3
CC(C)OCCCn1c(=S)[nH]c2ncccc2c1=O	-3.6	18.8	9.4	21.6	1.8	-0.8	-9.9	6.6	·	-0.2	2.3
CC(=O)c1ccc(NC(=O)CSc2nnc(-c3ccoc3C)n2Cc2ccccc2)cc1	1.2	-7.5	616.2	3.9	17.8	1.1	-3.0	2.7	86.4	2.6	-1.7
O=C(Nc1ccc2oc(=O)ccc2c1)c1ccccc1[N+](=O)[O-]	-1.4	7.9	3.9	-2.8	-5.6	2.9	-12.3	-25.7	106.7	-0.3	1.3
O=C(O)c1cccc2c1-c1ccccc1/C2=N\Nc1ccccc1	-2.8	12.8	52.0	-2.4	2.9	-0.5	-12.9	8.2	100.0	3.2	2.2
CC(C)OCCCNC(=O)c1cc(-c2cccs2)nc2ccccc12	-1.8	10.2	32.1	-2.1	-7.6	-1.8	4.8	12.1	93.4	-0.1	3.5
O=C(Cc1coc2ccc3ccccc3c12)N1CCCC1	-4.5	22.6	6.7	22.9	-6.8	4.0	-10.8	7.7	98.0	2.7	2.4
O=C(COC(=O)CNC(=O)c1sc2ccccc2c1Cl)Nc1c(Cl)cc(Cl)cc1Cl	3.3	-17.3	12.0	2.5	-6.9	4.3	-3.8	-31.3	97.0	0.8	1.0
CCOc1ccc(NC(=O)c2cccnc2SC)cc1	0.8	-4.0	-7.8	12.8	2.2	4.2	1.4	-4.2	90.9	5.8	1.5
CCN(CC)Cc1cc(CC(C(N)=O)C(N)=O)ccc1OC	0.3	-1.7	5.1	-10.4	-1.4	3.0	-5.0	-9.7	·	-0.1	1.3
COc1ccc(C(=O)COC(=O)CN2C(=O)c3ccccc3C2=O)c(OC)c1	0.5	-1.9	-11.0	6.9	-1.4	-0.6	5.5	14.7	105.2	-2.8	0.4
COc1ccc(CNC(=O)CSc2nc(C)cs2)cc1	-1.4	8.3	67.3	-4.3	-1.7	3.3	-10.4	-18.3	97.2	1.2	2.0

Bioassay records (PubChem BioAssay)
